NS5 inhibitors = Dengue-2 NS5 methyltransferase inhibitors, primary screen, biochemical, confirmation dose response (AID 588689) | 0.3% of 340,000 active | inhibition, % at 25 µM; hits with a dose series show IC50 in µM | Dengue-2 NS5 methyltransferase capping enzyme assay, biochemical; higher % means a stronger effect; in the data active means a potency from the dose series
K1F lysis inhibition = inhibition of K1F phage lysis, E. coli UTI89, bacterial capsule biogenesis inhibitors, alamar blue (AID 488966); 0.02% of 340,000 active; E. coli UTI89 K1F phage lysis, alamar blue, 2 h; higher % means a stronger effect; inhibition, % at 100 µM, or IC50 in µM where a hit was titrated;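 active means phage lysis inhibition, versus mean bacterial control, above a set limit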;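 further: capsule biogenesis inhibitors block K1F phage lysis so surviving cells raise fluorescence; higher fluorescence means more inhibition of phage lysis; actives were called in the ten point dose series up to 300 µM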
NTR1 ag = agonists of NTR1, primary screen, imaging, U2OS cells, beta-arrestin-GFP, high content (AID 493036) | activation, % at 20 µM | NTR1-U2OS beta-arrestin-GFP spot imaging, agonist mode | P30989 | 0.17% of 330,000 active;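 active means activation at or above 40% of the spot to cytoplasm intensity ratio, with at least 20 cells analyzed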;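 further: 0% = DMSO without peptide and 100% = 100 nM NTR1 peptide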
Target sequence (P30989 whole entry, looked up): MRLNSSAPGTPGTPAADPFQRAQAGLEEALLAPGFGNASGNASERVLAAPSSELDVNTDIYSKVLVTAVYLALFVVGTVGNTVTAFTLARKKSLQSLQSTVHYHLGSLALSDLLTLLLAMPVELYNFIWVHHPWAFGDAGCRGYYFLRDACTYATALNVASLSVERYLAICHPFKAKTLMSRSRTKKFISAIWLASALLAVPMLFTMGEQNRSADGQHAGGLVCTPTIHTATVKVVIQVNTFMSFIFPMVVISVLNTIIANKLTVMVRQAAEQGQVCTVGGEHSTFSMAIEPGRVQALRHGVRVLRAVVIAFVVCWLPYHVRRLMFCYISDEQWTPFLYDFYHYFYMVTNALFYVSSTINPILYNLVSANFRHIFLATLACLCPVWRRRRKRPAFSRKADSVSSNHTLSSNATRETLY
NTR1 ag cell count 20 µM = recorded beside NTR1 ag, whose call it bears; cell count; measured here: cell count, cytotoxicity flag
NS5 inhibitors pilot replicate = recorded beside NS5 inhibitors, whose call it bears; inhibition, %; measured here: pilot screen replicate inhibition
* marks the source's active call; other numbers are inactive results; [ ] = remark or other dose. These rows are one share of the data; rates above refer to the full screens.

SMILES | NS5 inhibitors | K1F lysis inhibition | NTR1 ag | NTR1 ag cell count 20 µM | others
CCOc1ccc(N2CC(C(=O)NCCN3C(=O)S/C(=C/c4cccnc4)C3=O)CC2=O)cc1 (stereo not given) | 4.4% | 0.4%[50 µM] | -0.9 | 61
COc1ccc(C(=O)N[C@H](C(=O)NCCCn2nc(C)cc2C)C(C)C)cc1 | -7.6% | -0.2%[50 µM] | 0.9 | 73
C=C[C@]1(C)C=C2CC[C@H]3[C@@](C)(CCC[C@@]3(C)C(=O)O)[C@@H]2CC1 | 1.4% | -0.8% | -1.3 | 64
CN(C)CCCNC(=O)C[C@H]1C[C@H](C(=O)N2CCCCC2)[C@@]2(CCc3ccccc3)c3[nH]c4cc(CCC(=O)N(C)C)ccc4c3CCN2C1=O | 3.3% | -0.1% | 2.8 | 66 | NS5 inhibitors pilot replicate=1.5
CC(C)[C@H](NC(=O)c1ccccc1F)C(=O)NC1CCCCCCC1 | -0.8% | 0.4%[50 µM] | -1.5 | 45
Cc1nnc(NC(=O)C2CCN(S(=O)(=O)c3ccc(F)c(F)c3)CC2)o1 | -8.1% | 0.6%[50 µM] | -1.0 | 55
CC(C)(C)OC(=O)C[C@H]1C/C=C\C[C@@H](CC(=O)NCCO)C(=O)NC[C@H](c2ccccc2)OC1=O | -6.6% | -0.1% | -1.2 | 62 | NS5 inhibitors pilot replicate=-2.8
O=C(COC(=O)c1cccnc1Cl)Nc1cccc(S(=O)(=O)N2CCOCC2)c1 | 5.0% | -1.4% | 2.1 | 51
COc1ccc(N(Cc2ccccc2)C(=O)OC(C)(C)C)c(C(=O)N(C)OC)c1 | -13.6% | -0.2% | 3.8 | 57 | NS5 inhibitors pilot replicate=-2.1
O=C(/C=C/c1ccc([N+](=O)[O-])cc1)OCC(=O)N1CCCCCC1 | -6.2% | 5.3% | 1.4 | 58
CN(C(=O)c1cccc(NC(=O)Cc2cccc([N+](=O)[O-])c2)c1)C1CC1 | -5.2% | 4.7% | 0.6 | 49
CC(C)[C@@H](CO)N(C)S(=O)(=O)c1ccccc1Br | 1.6% | 0.1% | -1.7 | 44 | NS5 inhibitors pilot replicate=2.7
CCOc1ccc(S(=O)(=O)Nc2ccc(C(=O)NCC(c3ccc(OC)cc3)N3CCOCC3)cc2)cc1 (stereo not given) | 0.4% | 0.7%[50 µM] | -3.1 | 53
COc1ccc(S(=O)(=O)N(C)C[C@H]2Oc3c(NC(=O)c4ccncc4)cccc3C(=O)N([C@H](C)CO)C[C@@H]2C)cc1 | 0.0% | 0.6% | 1.2 | 49
O=C(NNC(=O)c1ccccc1F)c1cccc(S(=O)(=O)N2CCc3ccccc32)c1 | -5.9% | 0.2%[50 µM] | -1.1 | 53
O=C(Cn1nc(C(=O)O)c2ccccc2c1=O)Nc1cccc(S(=O)(=O)N2CCCCCC2)c1 | -8.6% | -2.2% | 3.2 | 70
Nc1c(C(=O)OCC(=O)Nc2cccc([N+](=O)[O-])c2)[nH]c(=O)[nH]c1=O | 19.1% | 0.2% | -0.7 | 60
COc1ccc(CNC[C@H]2O[C@@H](n3cnc4c(N)ncnc43)[C@H](O)[C@@H]2O)cc1OC | -2.6% | -0.1% | -2.0 | 72
C[C@H](CO)N1C[C@H](C)[C@@H](CN(C)Cc2ccc(-c3ccccc3)cc2)Oc2c(NS(=O)(=O)c3cccs3)cccc2C1=O | -8.6% | 0.7% | 4.3 | 50
CC(=O)Nc1ccc(-c2csc(NC(=O)CCNC(=O)c3ccco3)n2)cc1 | -5.4% | -1.2% | -0.9 | 58

Among those listed so far, these have a nitro group on carbon.
SMILES | NS5 inhibitors | K1F lysis inhibition | NTR1 ag | NTR1 ag cell count 20 µM | others
O=C(/C=C/c1ccc([N+](=O)[O-])cc1)OCC(=O)N1CCCCCC1 | -6.2% | 5.3% | 1.4 | 58
CN(C(=O)c1cccc(NC(=O)Cc2cccc([N+](=O)[O-])c2)c1)C1CC1 | -5.2% | 4.7% | 0.6 | 49
Nc1c(C(=O)OCC(=O)Nc2cccc([N+](=O)[O-])c2)[nH]c(=O)[nH]c1=O | 19.1% | 0.2% | -0.7 | 60

(further entries)
SMILES | NS5 inhibitors | K1F lysis inhibition | NTR1 ag | NTR1 ag cell count 20 µM | others
CN(CC(=O)NCC1COc2ccccc2O1)S(=O)(=O)c1ccc(Cl)cc1 (stereo not given) | -1.6% | -0.8% | 0.0 | 40
COc1cc(CCC(=O)OCC(=O)N2CC(=O)Nc3ccccc32)cc(OC)c1OC | -2.3% | 0.5% | -1.5 | 66
NC(=O)C1CCCN(C(=O)c2ccc(-c3cccc(Cl)c3Cl)o2)C1 (stereo not given) | -1.5% | 0.9%[50 µM] | 0.9 | 63
Cc1cccc(C(=O)OCC(=O)N2CCCCCC2)c1C | -3.1% | 1.4% | -0.8 | 60
COC(=O)[C@H](CC(C)C)NC(=O)Cn1cnc2c(OCc3ccccc3)ncnc21 | -9.9% | 0.2% | -2.5 | 59 | NS5 inhibitors pilot replicate=-8.6
C[C@H](CO)N1C[C@H](C)[C@@H](CN(C)C(=O)Nc2ccc(C(F)(F)F)cc2)Oc2c(NC(=O)C3CCCCC3)cccc2C1=O | -9.9% | 0.5% | 1.6 | 52 | NS5 inhibitors pilot replicate=-4.3
Nc1ccc(N2CCOCC2)c(S(=O)(=O)Nc2ccccc2Cl)c1 | -5.2% | 0.3%[50 µM] | -1.2 | 59
C[C@H](CO)N1C[C@H](C)[C@@H](CN(C)C(=O)NC2CCCCC2)Oc2ccc(NS(=O)(=O)c3cn(C)cn3)cc2C1=O | -4.0% | 0.2% | 3.1 | 73 | NS5 inhibitors pilot replicate=-4.0
CCN(C(=O)CSc1nc2ccc(O)cc2c(=O)n1-c1ccc(OC)c(OC)c1)C1CCS(=O)(=O)C1 (stereo not given) | -10.3% | 1.1%[50 µM] | -0.4 | 71
CCN(C(=O)COC(=O)c1cccc(C)c1[N+](=O)[O-])c1c(N)n(Cc2ccccc2)c(=O)[nH]c1=O | -2.2% | 1.4%[50 µM] | -1.2 | 49
CCCCN(C(=O)C1CC(=O)N(c2ccc3c(c2)OCCO3)C1)c1c(N)n(CCC)c(=O)[nH]c1=O (stereo not given) | 1.9% | -0.2%[50 µM] | 0.4 | 49
CC(C)[C@H](NS(=O)(=O)c1ccccc1)C(=O)OCC(=O)Nc1cccc(S(N)(=O)=O)c1 | -3.0% | 0.4%[50 µM] | 1.5 | 40
O=C(COc1ccc(Br)cc1F)Nc1nnc(C2CC2)s1 | 5.1% | 1.0%[50 µM] | 0.7 | 93
NS(=O)(=O)c1ccc(CNC(=O)c2ccc3c(c2)OCO3)cc1 | -2.2% | 0.4%[50 µM] | -2.3 | 38
COc1ccc(NC(=O)N(C)C[C@H]2Oc3ccc(NC(=O)Cc4ccccc4)cc3C(=O)N([C@H](C)CO)C[C@@H]2C)cc1 | -6.0% | 3.0% | -1.3 | 52
O=C(COC(=O)c1ccc(Br)o1)NCc1ccccc1Cl | -3.7% | 0.2%[50 µM] | 0.4 | 74
Cc1cccc(C2=NN(c3ccc(Br)cc3)[C@@H](C(=O)N3CCOC3=O)[C@@H]2c2ccccc2)c1 | 1.0% | 0.5% | 5.6 | 48 | NS5 inhibitors pilot replicate=-0.6
Cc1cc2c(c(C)c1CCO[C@@H]1O[C@H](CO)[C@@H](O)[C@H](O)[C@H]1O)C(=O)[C@@H](C)[C@@H]2O | 4.0% | 3.0% | -2.3 | 51
CCOc1ccc(NC(=O)CN2C(=O)NC3(CCCCCC3)C2=O)cc1 | -6.8% | 0.9%[50 µM] | 1.3 | 60
O=C(CCNC(=O)c1ccc([N+](=O)[O-])cc1)NCC1COc2ccccc2O1 (stereo not given) | -4.3% | 1.4%[50 µM] | 0.3 | 64

The final four entries of the part before open the next one.
SMILES | NS5 inhibitors | K1F lysis inhibition | NTR1 ag | NTR1 ag cell count 20 µM | others
Cc1cccc(C2=NN(c3ccc(Br)cc3)[C@@H](C(=O)N3CCOC3=O)[C@@H]2c2ccccc2)c1 | 1.0% | 0.5% | 5.6 | 48 | NS5 inhibitors pilot replicate=-0.6
Cc1cc2c(c(C)c1CCO[C@@H]1O[C@H](CO)[C@@H](O)[C@H](O)[C@H]1O)C(=O)[C@@H](C)[C@@H]2O | 4.0% | 3.0% | -2.3 | 51
CCOc1ccc(NC(=O)CN2C(=O)NC3(CCCCCC3)C2=O)cc1 | -6.8% | 0.9%[50 µM] | 1.3 | 60
O=C(CCNC(=O)c1ccc([N+](=O)[O-])cc1)NCC1COc2ccccc2O1 (stereo not given) | -4.3% | 1.4%[50 µM] | 0.3 | 64
CCOc1ccc(NC(=O)COC(=O)Cn2cnc3ccccc32)cc1 | -3.9% | 0.6%[50 µM] | -0.6 | 60
COc1ccc(C2/C=C\CC(OCc3ccccc3)CC(=O)N2Cc2cccc(F)c2)cc1 (stereo not given) | -3.6% | 0.1% | 9.0 | 69 | NS5 inhibitors pilot replicate=-1.5
CN(C(=O)CSc1n[nH]c(N)n1)C1CCCCC1 | -4.4% | 1.6%[50 µM] | -3.0 | 33
COc1ccc(CCNC(=O)COC(=O)c2cccn2C)cc1 | -5.8% | 2.0% | -1.8 | 40
CC1CC(C)CN(S(=O)(=O)c2ccc(NC(=O)CN3CCCCCC3)cc2)C1 (stereo not given) | 2.2% | 0.5%[50 µM] | 2.6 | 61
CCOc1cc(C#N)ccc1OCC(=O)NNC(=O)CC1CCS(=O)(=O)C1 (stereo not given) | -0.7% | 1.3%[50 µM] | -0.4 | 68
COc1cc(C2CC(=O)Oc3ccc(C(C)(C)C)cc32)cc(OC)c1OC (stereo not given) | -5.6% | 0.3% | -0.5 | 40 | NS5 inhibitors pilot replicate=1.5
C/C=C(/C)C(=O)O[C@@H]1c2c(ccc3ccc(=O)oc23)OC(C)(C)[C@@H]1OC(C)=O | -0.4% | -0.1% | 0.7 | 56
CC(=O)C[C@H](O)CC(=O)[C@H]1OC(=O)CCCCCCCCc2ccccc21 | -4.0% | 0.1% | 1.4 | 67
O=C(Nc1ccc(Br)cn1)c1cccc(S(=O)(=O)N2CCCC2)c1 | -4.8% | 1.7% | -0.3 | 55
COc1ccc(C2CC(=O)Oc3cc(OC)ccc32)cc1 (stereo not given) | 5.0% | 0.0% | 1.6 | 64 | NS5 inhibitors pilot replicate=-0.9
COc1ccc(C(=O)N2CCN(C(=O)C3CCCO3)CC2)cc1[N+](=O)[O-] (stereo not given) | 0.7% | -0.3%[50 µM] | 0.9 | 50
CC(Oc1cccc(Br)c1)C(=O)Nc1cccc(S(=O)(=O)N2CCOCC2)c1 (stereo not given) | 10.8% | 0.2%[50 µM] | 1.0 | 48
C[C@H]1CN([C@@H](C)CO)C(=O)Cc2cc(NS(C)(=O)=O)ccc2O[C@@H]1CN(C)Cc1ccc(Cl)c(Cl)c1 | -9.1% | 4.8% | 3.2 | 48
Cn1c(=O)c2c(ncn2CC(=O)OCCCC(=O)c2ccc(Br)cc2)n(C)c1=O | 3.9% | 0.9% | 1.9 | 39
C[C@H](CO)N1C[C@H](C)[C@@H](CN(C)S(=O)(=O)c2cccs2)Oc2c(NS(=O)(=O)c3cn(C)cn3)cccc2C1=O | -1.6% | 1.9% | -0.4 | 64
CC(=O)Nc1ccc(SCC(=O)NNC(=O)CN(C)S(=O)(=O)c2ccc(C)cc2)cc1 | -2.9% | 0.3%[50 µM] | 1.1 | 57
O=C(N/C(=C/c1ccccc1Cl)C(=O)N1CCOCC1)c1ccccc1 | -1.1% | 0.6%[50 µM] | -2.6 | 44
Cn1c(=O)c2c(ncn2CC(=O)Nc2cc(S(=O)(=O)N3CCCCC3)ccc2Cl)n(C)c1=O | -4.3% | -1.9% | -0.9 | 50
